CIT2-GFP yeast: modulators of CIT2-GFP expression in yeast, primary screen, S. cerevisiae, GFP fusion, multiplex flow cytometry, MLPCN library; S. cerevisiae CIT2-GFP strain, 3 h; 100 means same as DMSO wells; GFP response vs DMSO, % at 10 µM; 0.065% of 320,000 active;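 active = GFP response relative to DMSO above a set limit, near the screen mean plus 3 SD, cut at about 150% in these data; inconclusive = Fewer than 70 cells measured for a yeast strain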;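 note: ratio of well median GFP fluorescence to mean of DMSO wells on the plate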
MCL1-BIM inh: inhibitors of MCL1 binding to BIM-BH3, primary screen, biochemical, fluorescence polarization; Induced myeloid leukemia cell differentiation protein Mcl-1 (Homo sapiens), Q07820; GST-MCL1 / FITC-Bim-BH3 fluorescence polarization; inhibition, % at 10.9 µM; 0.68% of 320,000 active; AID 2057, 2009;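 active = inhibition above the mean inhibition of all tested compounds plus 3 SD, set per campaign, cut at about 40% in these data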;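 note: 0% = DMSO wells and 100% = unlabeled Bim-BH3 peptide control; higher means more loss of mP so more displacement of Bim peptide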
GLD-1 TGE inh: GLD-1/TGE RNA complex disruptors, primary screen, biochemical, fluorescence polarization; 0.44% of 320,000 active; inhibition, % at 5.96 µM; AID 2280, 2010; purified GLD-1 + fluorescein TGE RNA; Female germline-specific tumor suppressor gld-1 (Caenorhabditis elegans), Q17339;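 active = percent inhibition above a per-plate cutoff, the plate mean of test compounds plus 3 SD, cut at about 30% in these data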;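 note: 0% = DMSO wells with GLD-1 and probe and 100% = wells lacking GLD-1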
Target sequence (Q17339 whole entry, looked up): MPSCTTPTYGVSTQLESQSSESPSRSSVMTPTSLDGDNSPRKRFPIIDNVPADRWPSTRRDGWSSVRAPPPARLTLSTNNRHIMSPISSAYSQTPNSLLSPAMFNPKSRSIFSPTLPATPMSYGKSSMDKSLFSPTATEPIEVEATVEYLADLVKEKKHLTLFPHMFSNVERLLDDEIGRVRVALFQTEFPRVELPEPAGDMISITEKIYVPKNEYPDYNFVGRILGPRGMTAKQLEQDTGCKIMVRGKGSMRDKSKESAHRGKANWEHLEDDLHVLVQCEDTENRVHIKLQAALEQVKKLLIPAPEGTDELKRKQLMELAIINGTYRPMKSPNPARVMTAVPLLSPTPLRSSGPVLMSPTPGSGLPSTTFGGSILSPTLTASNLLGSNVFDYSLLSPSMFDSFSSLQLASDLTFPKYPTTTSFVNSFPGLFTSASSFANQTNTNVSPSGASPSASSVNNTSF
MEX-5 binding: MEX-5 zinc finger RNA-binding disruptors – biochemical, C. elegans, fluorescence polarization, MLPCN library, primary screen; MEX-5/FITC-TCR2 RNA binding; active compounds read low; activity score (negative = inhibition of binding), % at 10 µM; Zinc finger protein mex-5 (Caenorhabditis elegans), Q9XUB2; AID 1832, 2009; 0.38% of 300,000 active;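 active = inhibition past about -25% in most replicates, and total fluorescence under double the plate's negative control median, limit read from the data; inconclusive = replicates evenly split on the limit, or fluorescence at least double controls; inactive = too little inhibition in most replicates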;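 note: 0% = DMSO and -100% = 5 µM competing unlabeled TCR2 RNA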
Target sequence (Q9XUB2 whole entry, looked up): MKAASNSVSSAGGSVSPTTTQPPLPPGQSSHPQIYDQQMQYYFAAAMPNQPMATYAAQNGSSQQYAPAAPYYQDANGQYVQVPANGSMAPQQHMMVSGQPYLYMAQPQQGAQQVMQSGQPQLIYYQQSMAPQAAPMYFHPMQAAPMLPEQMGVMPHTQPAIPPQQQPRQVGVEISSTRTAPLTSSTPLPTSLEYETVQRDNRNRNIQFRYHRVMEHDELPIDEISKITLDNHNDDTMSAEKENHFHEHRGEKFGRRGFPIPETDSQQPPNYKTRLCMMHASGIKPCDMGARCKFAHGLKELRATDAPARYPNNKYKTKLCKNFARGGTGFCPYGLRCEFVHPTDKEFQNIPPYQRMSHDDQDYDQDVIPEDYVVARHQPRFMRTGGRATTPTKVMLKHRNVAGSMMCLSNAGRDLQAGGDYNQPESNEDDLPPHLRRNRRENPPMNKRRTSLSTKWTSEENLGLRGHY
GRK2 aptamer HTS: compounds blocking aptamer binding on GRK2 – biochemical, human GRK2, bead flow cytometry, HTS, primary screen; Beta-adrenergic receptor kinase 1 (Homo sapiens), P25098; inhibition of aptamer binding, % at 10 µM; 0.59% of 330,000 active; FAM-aptamer displacement from GRK2;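 active = inhibition of aptamer binding above 40%, roughly 3 SD of noise, on plates passing a quality check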;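 note: median bead fluorescence of bound FAM aptamer so fluorescent compounds give negative values; no value below 0 was filed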
Yeast superoxide: reduction of superoxide in aged yeast, primary screen, HTS. AID 2690, 2010. superoxide response (% of plate mean), % at 10 µM. 0.18% of 330,000 active. S. cerevisiae aged cells, superoxide DHE fluorescence; active compounds read low;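 active = superoxide response under a set limit, about three screen SD below normal, cut at about 65% in these data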;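 note: yeast aged for seven days with compound at 30 °C before DHE staining; 100% = average MFI of all compound-treated wells on the plate with controls excluded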
Bcl-xL primary: inhibitors of human Bcl-xL, primary screen, biochemical, fluorescence polarization, HTS; Bcl-2-like protein 1 (Homo sapiens), Q07817; GST-Bcl-xL / FITC-Bim BH3 peptide fluorescence polarization; inhibition, % at 10.9 µM; 0.7% of 320,000 active; AID 2129, 2009;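 active = inhibition above the mean of all tested compounds plus 3 SD, cutoff set per campaign, cut at about 30% in these data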;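 note: 0% = DMSO wells and 100% = unlabeled Bim-BH3 peptide competitor; inhibitors lower millipolarization by displacing the labeled peptide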
VLA-4 inh: inhibition in human VLA-4 binding assay, primary screen, VLA-4 allosteric modulator project, MLPCN library, flow cytometry, VLA-4 expressing cells | Integrin alpha-4 (Homo sapiens), P13612 | inhibition, % (about 7 µM as worked out from the volumes in the protocol) | 0.2% of 330,000 active | ligand binding flow cytometry | AID 2557, 2010; in the data active = inhibition above about 50%
AGP1 TOR yeast: modulators of AGP1-GFP expression in yeast TOR pathway, primary screen, cell-based, multiplex flow cytometry, S. cerevisiae, MLPCN library; 3 h; GFP as percent of DMSO wells; GFP response vs DMSO, % at 10 µM; 0.02% of 320,000 active; AID 2066, 2009;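 active = GFP response relative to DMSO above a set limit, near screen average plus 3 SD, cut at about 150% in these data; inconclusive = fewer than 70 cells counted for the yeast strain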;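 note: median GFP channel fluorescence of the gated AGP1 strain per well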
* hit, by the source's call; [ ] = dose if it differs, or a comment.

`N#C/C(=C(/O)c1cccs1)c1nc2ccccc2[nH]1` gave CIT2-GFP yeast 84.3, MCL1-BIM inh 2.5, GLD-1 TGE inh 4.5, MEX-5 binding -0.7, GRK2 aptamer HTS 2.0, Yeast superoxide 108.9, Bcl-xL primary 2.7, VLA-4 inh -20.3 and AGP1 TOR yeast 94.5.
`COC(=O)CCCC1=CC2=CC(=O)C(C)(OC(=O)c3cccs3)C(=O)C2=CN1c1cccc(C#N)c1` (stereo not given) gave CIT2-GFP yeast 83.0, MCL1-BIM inh 37.6, GLD-1 TGE inh 38.1*, MEX-5 binding -12.1, GRK2 aptamer HTS 0.0, Yeast superoxide 89.9, Bcl-xL primary 35.7*, VLA-4 inh -8.2 and AGP1 TOR yeast 75.1.
Screening COc1ccc(S(=O)(=O)N2CCN(CC(=O)Nc3cc(C(F)(F)F)ccc3Cl)CC2)cc1 returned CIT2-GFP yeast 95.1, MCL1-BIM inh -0.3, GLD-1 TGE inh 5.4, MEX-5 binding 0.4, GRK2 aptamer HTS 2.0, Yeast superoxide 110.5, Bcl-xL primary -0.3, VLA-4 inh 6.0 and AGP1 TOR yeast 96.9.
`CC(=O)NC1(C(F)(F)F)N=C2SCCN2C1=O` (stereo not given) gave CIT2-GFP yeast 101.8, MCL1-BIM inh 6.1, GLD-1 TGE inh 3.1, MEX-5 binding -0.6, GRK2 aptamer HTS 0.0, Yeast superoxide 102.0, Bcl-xL primary 5.4, VLA-4 inh 11.5 and AGP1 TOR yeast 103.5.
For CN1CCN(C(=O)c2ccc3c(c2)N(Cc2ccc(F)cc2)C(=O)c2ccccc2S3=O)CC1 (stereo not given) the results were CIT2-GFP yeast 86.5, MCL1-BIM inh -4.7, GLD-1 TGE inh -5.8, MEX-5 binding -7.5, GRK2 aptamer HTS 0.0, Yeast superoxide 95.2, Bcl-xL primary -2.3, VLA-4 inh 7.9 and AGP1 TOR yeast 92.2.
For CC1CCCCC1NC(=O)c1cncc(Br)c1 (stereo not given) the results were CIT2-GFP yeast 105.4, MCL1-BIM inh 9.6, GLD-1 TGE inh -6.9, MEX-5 binding 1.1, GRK2 aptamer HTS 0.0, Yeast superoxide 90.5, Bcl-xL primary 5.7, VLA-4 inh -6.3 and AGP1 TOR yeast 106.4.
For Cc1ccc(/C=C/C(=O)NCCCN2CCN(CCCNC(=O)/C=C/c3ccc(C)o3)CC2)o1 the results were CIT2-GFP yeast 96.6, MCL1-BIM inh 6.5, GLD-1 TGE inh -1.7, MEX-5 binding 0.6, GRK2 aptamer HTS 0.0, Yeast superoxide 107.0, Bcl-xL primary 6.3, VLA-4 inh 13.7 and AGP1 TOR yeast 97.7.
CCCCc1nc(SCC(=O)N2CCOCC2)c2c(=O)n(C)c(=O)n(C)c2n1 was read as CIT2-GFP yeast 105.3, MCL1-BIM inh 5.9, GLD-1 TGE inh 2.4, MEX-5 binding -2.5, GRK2 aptamer HTS 0.0, Yeast superoxide 92.1, Bcl-xL primary -2.8, VLA-4 inh 3.9 and AGP1 TOR yeast 109.3.
Screening CCOC(=O)CSc1nc2c(cnn2-c2ccc(Cl)cc2)c(=O)[nH]1 returned CIT2-GFP yeast 106.2, MCL1-BIM inh 10.1, GLD-1 TGE inh 16.1, MEX-5 binding 0.6, GRK2 aptamer HTS 0.0, Yeast superoxide 105.8, Bcl-xL primary 18.6, VLA-4 inh 1.3 and AGP1 TOR yeast 106.3.
For O=C(NCC1CCCO1)c1cc2c(s1)CS(=O)(=O)C2 (stereo not given) the results were CIT2-GFP yeast 96.9, MCL1-BIM inh 7.8, GLD-1 TGE inh 7.3, MEX-5 binding -1.6, GRK2 aptamer HTS 0.0, Yeast superoxide 97.6, Bcl-xL primary 6.4, VLA-4 inh -1.0 and AGP1 TOR yeast 101.0.
For CN(C)C(=S)SCC(=O)NC(=O)NC(C)(C)C the results were CIT2-GFP yeast 90.8, MCL1-BIM inh -2.7, GLD-1 TGE inh -3.2, MEX-5 binding -3.1, GRK2 aptamer HTS 2.0, Yeast superoxide 122.5, Bcl-xL primary -2.3, VLA-4 inh 1.2 and AGP1 TOR yeast 93.6.
`CSc1nc(SC)c2c3c(oc2n1)COC(C)(C)C3` gave CIT2-GFP yeast 95.9, MCL1-BIM inh 2.5, GLD-1 TGE inh -3.8, MEX-5 binding 1.8, GRK2 aptamer HTS 0.0, Yeast superoxide 88.3, Bcl-xL primary 6.2, VLA-4 inh -10.2 and AGP1 TOR yeast 103.0.
CC(=O)c1cc(-c2ccccc2)n(CC(=O)NC2CCCCC2)c1C was read as CIT2-GFP yeast 103.7, MCL1-BIM inh -34.1, GLD-1 TGE inh 6.9, MEX-5 binding 0.5, GRK2 aptamer HTS 4.0, Yeast superoxide 75.5, Bcl-xL primary 1.7, VLA-4 inh 7.6 and AGP1 TOR yeast 98.6.
For Cn1c(Cn2nnc3ccccc32)nnc1SCC(=O)N1c2ccccc2Sc2ccccc21 the results were CIT2-GFP yeast 103.2, MCL1-BIM inh 2.2, GLD-1 TGE inh 6.9, MEX-5 binding -1.6, GRK2 aptamer HTS 0.0, Yeast superoxide 110.0, Bcl-xL primary 6.5, VLA-4 inh -4.2 and AGP1 TOR yeast 98.5.
Screening COc1ccc(C)cc1NC(=O)CN1C(=O)C2CC=CCC2C1=O (stereo not given) returned CIT2-GFP yeast 102.8, MCL1-BIM inh 1.9, GLD-1 TGE inh 7.8, GRK2 aptamer HTS 0.0, Yeast superoxide 100.7, Bcl-xL primary 3.8, VLA-4 inh 6.0 and AGP1 TOR yeast 93.8.
Cc1cccc(NC(=O)c2ccc(OCC(=O)NCc3ccccc3)cc2)c1C was read as CIT2-GFP yeast inconclusive, MCL1-BIM inh 4.5, GLD-1 TGE inh 3.5, MEX-5 binding 2.0, GRK2 aptamer HTS 0.0, Yeast superoxide 104.8, Bcl-xL primary 4.8, VLA-4 inh -0.4 and AGP1 TOR yeast inconclusive.
For O=C(NC1CCN(Cc2ccccc2)C1)c1cc(COc2ccc(F)cc2F)on1 (stereo not given) the results were CIT2-GFP yeast 99.8, MCL1-BIM inh -1.8, GLD-1 TGE inh 2.1, MEX-5 binding 3.0, GRK2 aptamer HTS 0.0, Yeast superoxide 98.8, Bcl-xL primary 2.6, VLA-4 inh -6.5 and AGP1 TOR yeast 103.4.
`COc1ccc(NS(=O)(=O)c2cccc(C(=O)NC3CCN(Cc4ccccc4)CC3)c2)cc1` gave CIT2-GFP yeast 119.1[may fluoresce green], MCL1-BIM inh -5.0, GLD-1 TGE inh -4.2, MEX-5 binding -0.6, GRK2 aptamer HTS 0.0, Yeast superoxide 103.4, Bcl-xL primary 3.1, VLA-4 inh 8.3 and AGP1 TOR yeast 112.8[may fluoresce green].
CCCNC(=O)COC(=O)c1ccc(S(=O)(=O)N2CCCC2)cc1 was read as CIT2-GFP yeast 193.0*, MCL1-BIM inh -2.8, GLD-1 TGE inh -3.0, MEX-5 binding 0.2, GRK2 aptamer HTS 0.0, Yeast superoxide 105.3, Bcl-xL primary -1.6, VLA-4 inh 7.1 and AGP1 TOR yeast 119.3.
`O=C(c1ccc([N+](=O)[O-])cc1)N1CCOC12CCN(c1ncc(C(F)(F)F)cc1Cl)CC2` gave CIT2-GFP yeast 114.2, MCL1-BIM inh 7.7, GLD-1 TGE inh -0.2, MEX-5 binding -2.2, GRK2 aptamer HTS 0.0, Yeast superoxide 96.1, Bcl-xL primary 11.0, VLA-4 inh 0.1 and AGP1 TOR yeast 112.1.
For COC(=O)CSc1nc(NCc2ccccc2)nc(N(C)C)n1 the results were CIT2-GFP yeast 86.6, MCL1-BIM inh 9.1, GLD-1 TGE inh 1.5, MEX-5 binding 1.9, GRK2 aptamer HTS 0.0, Yeast superoxide 103.4, Bcl-xL primary 12.9, VLA-4 inh 2.8 and AGP1 TOR yeast 92.8.
COc1ccc(Cl)cc1NC(=S)N1CCN(C(=O)c2ccco2)CC1 was read as CIT2-GFP yeast 117.2, MCL1-BIM inh 13.6, GLD-1 TGE inh 3.8, MEX-5 binding 1.2, GRK2 aptamer HTS 0.0, Yeast superoxide 93.6, Bcl-xL primary 4.4, VLA-4 inh 8.7 and AGP1 TOR yeast 113.6.
CCC(=O)Nc1ccc(NC(=O)c2cc3ccccc3o2)c(OC)c1 was read as CIT2-GFP yeast 103.5, MCL1-BIM inh 4.8, GLD-1 TGE inh 7.0, MEX-5 binding -1.1, GRK2 aptamer HTS 0.0, Yeast superoxide 96.2, Bcl-xL primary 3.4, VLA-4 inh 16.6 and AGP1 TOR yeast 109.8.
`COC(=O)/C=C/c1ccc2c(c1)S(=O)(=O)N(Cc1ccc(OC)cc1)[C@H]2CC(=O)OC` gave CIT2-GFP yeast 109.4, MCL1-BIM inh 8.4, GLD-1 TGE inh -1.7, MEX-5 binding 0.8, GRK2 aptamer HTS 6.0, Yeast superoxide 97.1, Bcl-xL primary 7.0, VLA-4 inh 10.0 and AGP1 TOR yeast 88.6.
O=C(O)c1cc(C(=O)C2CC2)c[nH]1 was read as CIT2-GFP yeast 98.0, MCL1-BIM inh -0.1, GLD-1 TGE inh -7.9, MEX-5 binding -0.3, GRK2 aptamer HTS 0.0, Yeast superoxide 119.9, Bcl-xL primary -0.9, VLA-4 inh -9.6 and AGP1 TOR yeast 102.7.
Screening O=C(O)CC(NC(=O)/C(=C/c1ccccc1)NC(=O)c1ccccc1)c1ccccc1 (stereo not given) returned CIT2-GFP yeast inconclusive, MCL1-BIM inh 0.1, GLD-1 TGE inh -3.7, MEX-5 binding -0.6, GRK2 aptamer HTS 3.0, Yeast superoxide 124.3, Bcl-xL primary 0.8, VLA-4 inh 8.4 and AGP1 TOR yeast inconclusive.
Screening Cc1cccc(N(CC(=O)NCCc2ccccc2)C(=O)CCC(=O)Nc2ccccn2)c1C returned CIT2-GFP yeast 107.5, MCL1-BIM inh -4.6, GLD-1 TGE inh 5.7, MEX-5 binding 1.0, GRK2 aptamer HTS 1.0, Yeast superoxide 102.7, Bcl-xL primary -1.2, VLA-4 inh -2.5 and AGP1 TOR yeast 101.0.
COC(=O)C1CCN(Cc2cn(Cc3ccccc3)nc2-c2cc3ccccc3o2)CC1 was read as CIT2-GFP yeast 106.0, MCL1-BIM inh 3.9, GLD-1 TGE inh 1.1, MEX-5 binding 3.4, GRK2 aptamer HTS 0.0, Yeast superoxide 81.4, Bcl-xL primary 2.7, VLA-4 inh 0.0 and AGP1 TOR yeast 100.9.
CC(C)CCSc1nc2[nH]ncc2c(=O)[nH]1 was read as CIT2-GFP yeast 95.8, MCL1-BIM inh 1.7, GLD-1 TGE inh 10.1, MEX-5 binding 1.7, GRK2 aptamer HTS 2.0, Yeast superoxide 78.2, Bcl-xL primary 1.7, VLA-4 inh 5.4 and AGP1 TOR yeast 93.7.

Screening results deposited in PubChem by several laboratories.
